Screening data: PubChem, National Center for Advancing Translational Sciences (NCATS)
GLS inh: qHTS for Inhibitors of Glutaminase (GLS). Glutaminase kidney isoform, mitochondrial (Homo sapiens), O94925. hit rate 0.21% among 410,000. AID 624170, 2012. GLS enzymatic activity, qHTS titration. Potency, µM (top dose mostly 45.5 µM), for inactives: top-dose activity change, negative = inhibition, usual class: inhibitors; also: potency is read from the fitted curve at half-maximal effect; % is scaled to controls: 0 for no effect and ±100 for the full control effect
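Human kidney-isoform GLS in 45 mM KH2PO4 pH 8.2, 0.02% Tween-20, with compound, started with 1mM L-Glutamine (added stock). Glutamate oxidase/HRP/Amplex red coupled fluorescence read at start and after 30 min at RT.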
ERG-DNA inh: qHTS for Small Molecule Inhibitors of the ERG Ets/DNA interaction. Transcriptional regulator ERG (Homo sapiens), P11308. fluorescence polarization, His-ERG Ets domain / labelled DNA. Potency, µM (top dose mostly 76.9 µM), inactives show at the highest dose FP activity, negative = inhibition, most hits filed as inhibitors. hit rate 0.028% among 370,000. AID 624246, 2012; active = well fitted inhibition curve with a large enough effect in the polarisation, with a control signal flat; inconclusive = small, poorly fitted or top-dose-only effect, or effect the other way, or a change in a side signal; inactive = no such curve, though single readings can be large or run the other way; the % refers to the polarisation;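 also: polarization taken with two DNA probes labelled with fluorescein and Texas red; potency is read from the fitted curve at half-maximal effect; % of control where 0% means no effect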
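His-tagged ERG Ets domain (1 uM in the protein solution; 300mM KCl, 50mM Tris-HCl, 1mM EDTA, 1mM DTT, pH 7.5) received compound, then a probe mix of 5 nM fluorescein-DNA and 100nM Texas-615-DNA. Fluorescence polarization was read for both dyes.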
RGS4 inh: Inhibitors of Regulator of G Protein Signaling (RGS) 4: qHTS | Regulator of G-protein signaling 4 (Homo sapiens), P49798 | Transcreener GDP fluorescence polarization, RGS4-accelerated GTP hydrolysis | Potency, µM (series often up to 114 µM), inactives show at the top dose activity change, negative = inhibition, actives largely listed as inhibitors | hit rate 0.039% among 390,000; also: potency is read from the fitted curve at half-maximal effect; % is scaled to controls: 0 for no effect and ±100 for the full control effect; nearly all actives have a fitted effect of over 75% in size; some results filed as inactive show a strong effect at the top dose
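MLSMR compounds (23 nl, pin-transferred) preincubated 10 min at room temperature with a 500nM (2x) first reagent, then RGS4 at 900nM (2x) plus Transcreener GDP mix added; fluorescence polarization (620/688 nm) read before and after 90 min at 30 °C.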
PI4K2A block: qHTS for small molecular inhibitors of PI4K2A; Phosphatidylinositol 4-kinase type 2-alpha (Homo sapiens), Q9BTU6; purified PI4K2A, ADP-Glo luminescence, 1 h; active compounds read low; activity change, negative = inhibition, % at 76.9 µM; hit rate 0.13% among 420,000; in the data active = activity change below about -50%; inconclusive = mostly about -30% to -49%;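 also: -100% = wells without enzyme as full effect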
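Compounds are screened against recombinant PI4K2A using PI as substrate and ATP, the latter dispensed at 300 microM. Reactions run one hour at ambient temperature before ADP-Glo detection; full inhibition defined by wells lacking enzyme.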
HP1b binding inh: HTS for Inhibitors of HP1-beta Chromodomain Interactions with Methylated Histone Tails. Chromobox protein homolog 1 (Homo sapiens), P83916. AlphaScreen HP1-beta / biotin-H3K9me3 peptide binding. Potency, µM (highest dose often 114 µM), inactives show top-dose activity change, negative = inhibition, hits mostly inhibitors. hit rate 0.56% among 390,000. AID 540317, 2011; also: potency is read from the fitted curve at half-maximal effect; nearly all actives have a fitted effect of over 70% in size; inactives centre near 23
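Compound inhibition of the preformed complex between 50 nM HP1-beta and 50 nM biotinylated H3K9me3 peptide was read by AlphaScreen. Buffer was PBS pH 7.4 with 0.01% Tween-20. Incubations ran 30 min at room temperature, with 10 ug/mL donor/acceptor beads.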
BAZ2B block: qHTS Assay for Inhibitors of BAZ2B | AlphaScreen BAZ2B-H3K14Ac peptide displacement | hit rate 4.4% among 360,000 | Bromodomain adjacent to zinc finger domain protein 2B (Homo sapiens), Q9UIF8 | AID 504333, 2011 | Potency, µM (titrated, usually from 114 µM), for inactives: top-dose activity change, negative = inhibition, hits mostly inhibitors; also: potency is read from the fitted curve at half-maximal effect; % is scaled to controls: 0 for no effect and ±100 for the full control effect; nearly all actives have a fitted effect of over 60% in size
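In this displacement format the biotinylated H3(5-23) peptide acetylated at Lys14 serves as ligand at 50 nM, with BAZ2B at 50 nM in PBS pH 7.4 containing 0.01% Tween-20. Donor and acceptor beads are 10 ug/mL final.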
JMJD2A Tudor: qHTS Assay for Inhibitors of JMJD2A-Tudor Domain | hit rate 4.4% among 390,000 | Potency, µM (titrated, usually from 114 µM), for inactives: at the top dose activity change, negative = inhibition, usual class: inhibitors | Lysine-specific demethylase 4A (Homo sapiens), O75164 | AlphaScreen JMJD2A-Tudor / H3K4me3 peptide binding; also: potency is read from the fitted curve at half-maximal effect; % is scaled to controls: 0 for no effect and ±100 for the full control effect; nearly all actives have a fitted effect of over 50% in size
Target sequence (O75164 whole entry, looked up, the tested form may be a part): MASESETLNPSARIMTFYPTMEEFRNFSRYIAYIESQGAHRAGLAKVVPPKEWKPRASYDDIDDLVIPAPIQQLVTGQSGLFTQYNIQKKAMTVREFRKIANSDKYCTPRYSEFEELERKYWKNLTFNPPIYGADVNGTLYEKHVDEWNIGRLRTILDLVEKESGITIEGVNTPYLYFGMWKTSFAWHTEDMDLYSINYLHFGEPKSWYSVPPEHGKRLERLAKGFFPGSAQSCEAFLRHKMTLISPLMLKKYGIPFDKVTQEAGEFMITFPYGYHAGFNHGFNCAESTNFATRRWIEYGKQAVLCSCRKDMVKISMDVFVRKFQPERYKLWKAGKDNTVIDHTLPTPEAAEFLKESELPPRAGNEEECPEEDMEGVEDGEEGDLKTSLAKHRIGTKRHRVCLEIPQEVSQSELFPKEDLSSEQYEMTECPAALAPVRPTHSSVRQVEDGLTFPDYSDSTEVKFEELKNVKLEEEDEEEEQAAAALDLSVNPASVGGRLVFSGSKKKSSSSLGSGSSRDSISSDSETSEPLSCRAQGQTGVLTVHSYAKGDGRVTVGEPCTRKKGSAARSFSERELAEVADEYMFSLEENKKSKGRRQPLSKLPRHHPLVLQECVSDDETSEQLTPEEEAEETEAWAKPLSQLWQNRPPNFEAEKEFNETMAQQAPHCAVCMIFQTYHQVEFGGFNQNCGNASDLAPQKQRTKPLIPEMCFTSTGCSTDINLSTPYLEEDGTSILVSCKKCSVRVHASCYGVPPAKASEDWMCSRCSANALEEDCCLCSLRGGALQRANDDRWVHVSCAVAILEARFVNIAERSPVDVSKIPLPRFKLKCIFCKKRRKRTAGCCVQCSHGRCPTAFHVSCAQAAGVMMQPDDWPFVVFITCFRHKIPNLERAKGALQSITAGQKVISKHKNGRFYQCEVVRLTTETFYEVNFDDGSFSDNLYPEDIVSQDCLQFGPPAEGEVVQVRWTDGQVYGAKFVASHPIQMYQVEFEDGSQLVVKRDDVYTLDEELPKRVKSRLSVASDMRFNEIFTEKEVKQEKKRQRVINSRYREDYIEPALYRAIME
G9a inh: qHTS Assay for Inhibitors of Histone Lysine Methyltransferase G9a. Histone-lysine N-methyltransferase EHMT2 (Homo sapiens), Q96KQ7. G9a H3K9 monomethylation, AlphaScreen, 2 h. Potency, µM (top dose mostly 102 µM), without a hit: at the top dose activity, negative = inhibition, usual class: inhibitors. hit rate 8.8% among 350,000; also: potency is read from the fitted curve at half-maximal effect; % is scaled to controls: 0 for no effect and ±100 for the full control effect; nearly all actives have a fitted effect of over 75% in size
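G9a (20 nM) preincubated 15 min RT with compounds, then 500 nM biotinylated H3K9 peptide and 20 uM SAM added; 2 h RT reaction. Monomethyl-H3K9 product detected by AlphaScreen with anti-H3K9me1 antibody, streptavidin donor and anti-rabbit IgG acceptor beads.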
12-LOX inh: Primary qHTS assay for inhibitors of human arachidonate 12S-lipoxygenase (ALOX12): Round 2. hit rate 1.1% among 580,000. purified 12hLO, xylenol orange hydroperoxide absorbance. Potency, µM (doses to about 108 µM), inactives show top-dose activity change, negative = inhibition, most hits filed as inhibitors. AID 1671190, 2021. Polyunsaturated fatty acid lipoxygenase ALOX12 (Homo sapiens), P18054; also: potency is read from the fitted curve at half-maximal effect; % is scaled to controls: 0 for no effect and ±100 for the full control effect
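Purified human 12hLO at 150 nM in 25 mM Hepes, 0.01% Triton X-100, pH 7.0, preincubated 15 min at room temperature with compound. Reaction started with 40 uM arachidonic acid, 30 min at room temperature. Hydroperoxide measured by Fe-xylenol orange, 573/405 nm absorbance ratio.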
The depositor's hits bear a star; ? = inconclusive; · = no result given; [ ] = dose if it differs, or a comment. Unless noted, calls follow the shape of the dose curve; as a rule, active = well fitted curve in the direction sought with a large enough effect; inconclusive = small, poorly fitted or top-dose-only effect, or another doubt; inactive = no such curve, though single readings can be large; an effect the other way counts as inactive or inconclusive. This is a subset. The share of hits here may be higher or lower than overall.

SMILES	GLS inh	ERG-DNA inh	RGS4 inh	PI4K2A block	HP1b binding inh	BAZ2B block	JMJD2A Tudor	G9a inh	12-LOX inh
O=S(=O)(c1ccc(Br)cc1)N1CCC2(CC1)OCCO2	3%	2%	15%	-1	18%	0%	2%	·	?
CCOC(=O)/C=C/C(=O)N1CCc2ccccc21	2%	-5%	58%[activator]	-3	14%	?	-16%	12%[0.501 µM]	-5%
COCCn1nnnc1C(c1ccc(OC)c(OC)c1)N1CCc2ccccc21 (stereo unspecified)	58%[activator]	3%	-7%	0	0%	-39%	-35%	?	-12%
O=C(NCCCn1ccnc1)C(=O)NCC1OCCN1S(=O)(=O)c1ccc(Cl)cc1 (stereo unspecified)	3%	14%	4%	1	24%	13µM*	79µM*	-14%	9%
COc1cc(Nc2nnc(C)s2)c(Cl)cc1Cl	18%	-3%	-28%	-3	29%	0%	-7%	-18%[0.0925 µM]	-24%
Cc1ccc(O)c(NC(=O)CCS(=O)(=O)c2nc(-c3cccs3)cc(C(F)(F)F)n2)c1	0%	-4%	-36%	6	35%	?	-22%	?	-1%
COc1ccc(-c2oc3ccc(-c4ccc5c(c4)OCO5)cc3c2-c2ccc(OC)nc2)cc1	11%	0%	3%	-3	33%	·	-25%	·	?
Cc1cc(C)c(C(=O)NCC(=O)c2ccccc2)c(C)c1	-3%	-4%	-4%	3	24%	·	1%	·	466%[activator]
Cc1ccsc1/C=C/c1ccc2cccc(O)c2n1	-5%	-13%	-22%	-10	67%	20%	43%[activator]	?	-25%
CCOc1ccc(-c2nnc(NC(=O)C3CCCC3)o2)cc1	-7%	10%	-25%	-2	46%[activator]	-3%	-4%	19%	4%
CCOc1ccc(-n2c(SCc3ccc([N+](=O)[O-])cc3)nnc2-c2ccc(OC)cc2)cc1	-13%	8%	-5%	-3	?	?	?	8.9µM*	-14%
CCOC(=O)N1CCN(C(c2cccc(OC)c2)c2sc3nc(C)nn3c2O)CC1 (stereo unspecified)	2%	0%	-16%	10	24%	12%	-13%	-5%[59 µM]	29%
CCOc1ccc(OCCC(=O)NNC(=O)c2nn(C)c(=O)c3ccccc23)cc1	0%	-3%	1%	5	4%	71µM*	?	?	·
Cc1cccc(C)c1NC(=S)N(CCCN1CCN(C)CC1)Cc1cccs1	35%	-4%	-26%	3	-1%	-4%	-16%	2%[59 µM]	?
O=C(CCNC(=O)c1ccc([N+](=O)[O-])cc1)Nc1cc(Cl)ccc1N1CCOCC1	-1%	-5%	2%	4	22%	6%	-23%	?	-10%
Cc1ccc(NC(=O)CSc2nc(CSc3ccc(C)cc3)cc(=O)[nH]2)cc1	7%	-6%	-13%	-7	53%[activator]	-33%	3%	-9%	-15%
CCCCOC(=O)CCCN1C(=O)/C(=C2\SC(=S)N(CCCC(=O)OCCCC)C2=O)SC1=S	3%	42%[activator]	-30%	2	?	?	?	?	?
COc1ccc(C)cc1NC(=O)CCS(=O)(=O)c1ccc2c(c1)oc(=O)n2C	3%	-2%	8%	-4	37%	-11%	-3%	-8%	-1%
Cc1ccsc1/C=N\NC(=O)c1cc(C(C)(C)C)[nH]n1	-22%	-16%	-14%	0	40%	-5%	-4%	·	26%
CCOC(=O)CSc1nnc(CNC(=O)c2cc(OC)c(OC)c(OC)c2)n1C	2%	10%	1%	1	21%	-5%	3%	-30%	-7%
O=C(O)CCC(=O)N1CCc2cc(S(=O)(=O)N3CCC(Cc4ccccc4)CC3)ccc21	13%	-10%	8%	-2	28%	8%	-21%	?	45%[activator]
COc1ccc(OC2C(=O)N(Cc3ccc(F)cc3)C2c2cc(OC)c(OC)c(OC)c2)cc1 (stereo unspecified)	-5%	0%	-20%	-4	20%	2%	21%	?	3%
COC(=O)c1ccc(NC(=O)CCN2C(=O)C3C4CCC(C4)C3C2=O)cc1 (stereo unspecified)	1%	0%	12%	0	22%	-17%	-3%	23%	1%
Cc1cc(C(=O)COC(=O)CNC(=O)c2ccc(Cl)c(Cl)c2)c(C)n1Cc1ccco1	0%	-2%	2%	-1	33%	-23%	-7%	9%[59 µM]	-12%
C/C(=N/NS(=O)(=O)c1ccc(C)cc1)c1c(O)c2ccccc2oc1=O	0%	-2%	-4%	5	15%	-18%	-13%	50µM*	?

As entered above:
GLS inh result of O=C(NCCCn1ccnc1)C(=O)NCC1OCCN1S(=O)(=O)c1ccc(Cl)cc1 (stereo unspecified) = 3%
12-LOX inh result of Cc1cc(C)c(C(=O)NCC(=O)c2ccccc2)c(C)c1 = 466%[activator]
12-LOX inh result of Cc1ccsc1/C=C/c1ccc2cccc(O)c2n1 = -25%

Additional structures:
SMILES	GLS inh	ERG-DNA inh	RGS4 inh	PI4K2A block	HP1b binding inh	BAZ2B block	JMJD2A Tudor	G9a inh	12-LOX inh
CCCCc1ccc(NC(=O)C2CCCC2)cc1	0%	-7%	21%	0	30%[activator]	·	32%	·	-38%
COC(=O)c1c(C)oc(C)c1S(=O)(=O)N(C)C1CCCCC1	2%	-9%	29%	3	3%	2%	-3%	·	0%
CC(C)(C)NC(=O)c1ccc2c(c1)C(=O)N(Cc1ccco1)C2=O	1%	10%	38%	-5	16%	-3%	-5%	8%[0.501 µM]	4%
COc1nc(OC)nc(Oc2ccc(Cl)cc2[N+](=O)[O-])n1	-5%	-5%	7%	-1	20%	-8%	-18%	-8%[59 µM]	18%
Cc1ccc(C)c(N2CCN(C(=O)CCS(=O)(=O)c3ccc4c(c3)CC(=O)N4C)CC2)c1	-15%	-2%	-4%	-2	-4%	-20%	-23%	-11%[59 µM]	?
CC1CC(C)(C)NC(=S)N1CCC(=O)NCCc1ccc(Cl)cc1 (stereo unspecified)	5%	-2%	18%	-1	13%	-4%	-15%	50µM*	?
CC(C)c1ccc(N(CC(=O)NC2CCCCC2)C(=O)CCC(=O)Nc2ccccn2)cc1	0%	-1%	-18%	-1	19%	0%	-16%	10%	12%
COc1ccc(CN(CCC(c2ccc(F)cc2)C2CCOC(C)(C)C2)C(=O)c2ccco2)cc1 (stereo unspecified)	13%	4%	-1%	2	-11%	?	-33%	?	?
Nc1nc(Sc2ccc(C(F)(F)F)cn2)n[nH]1	-6%	10%	-7%	-7	25%	1%	-11%	?	-6%
CCOc1ccccc1CNCc1ccc(C(=O)O)cc1	2%	-11%	-8%	1	-6%	-37%	-10%	-31%	-8%
CCn1c(=O)cc(OCC(=O)Nc2cc(C)ccn2)c2ccccc21	0%	7%	-22%	1	33%	-4%	-7%	2%[59 µM]	0%
C=CCN1C(=O)c2ccccc2Sc2ccc(C(=O)N3CCN(C)CC3)cc21	1%	-1%	2%	-1	34%	5%	-14%	·	-9%
O=C1CN(C(=O)c2cc3ccccc3oc2=O)C(c2ccccc2)c2cc(F)ccc2N1 (stereo unspecified)	-6%	-2%	-7%	1	34%	-7%	-17%	-4%	?
Oc1ccc2ccccc2c1CNc1ccc(Br)cn1	0%	8%	10%	-13	71%[activator]	-2%	0%	·	-4%
CC(=O)/C(=N\Nc1ccccc1)Sc1nnc(-c2ccccc2)n1-c1ccccc1	-10%	-10%	-2%	6	52%[activator]	-11%	32µM*	10µM*	-22%
CCCCNC(=O)c1nn(-c2ccc(C)cc2)c(=O)c2c1c1ccccc1n2C	2%	-8%	14%	-1	22%	·	-11%	-1%[59 µM]	-1%
CC1CCN(C(=O)CSCC(=O)Nc2nc(-c3cccs3)cs2)CC1	3%	-1%	-3%	3	30%	-9%	-21%	-20%[59 µM]	-17%
Cc1ccc(SCCNC(=O)CN(c2ccccc2)S(=O)(=O)N(C)C)cc1	2%	1%	2%	4	29%	1%	8%	6%[59 µM]	-15%
Cc1csc2nc(COC(=O)c3cccc(NC(=O)c4cccc(Cl)c4)c3)cc(=O)n12	-2%	1%	-36%	3	26%	-3%	-23%	11%[59 µM]	-21%
CC(Sc1nnnn1C)C(=O)Nc1ccccc1 (stereo unspecified)	0%	5%	-11%	0	64%[activator]	-1%	-15%	-4%	-6%
CCOc1ccc(NC(=O)N2CCN(S(C)(=O)=O)CC2)cc1	1%	-10%	9%	-10	0%	-15%	-7%	5%	-5%
Cc1ccc(S(=O)(=O)N2CCOCC2)cc1NC(=O)COC(=O)C1(C)CC1(Cl)Cl (stereo unspecified)	-1%	5%	0%	-5	9%	·	-17%	·	0%
